Source: PubChem
p53 reactivator = restores transcriptional activity of mutant p53; H1299 p53-A138V BP100-luciferase reporter, luminescence, 24 h; Potency, µM (series often up to 92.2 µM), without a hit: top-dose activity change, positive = activation, usual class: activators; 0.063% of 320,000 active; AID 504706; further: % of control where 0% means no effect; nearly all actives have a fitted effect of over 45% in size
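p53-null H1299 cells stably carrying temperature-sensitive p53-A138V and a BP100-luciferase reporter were pinned with compounds (4-point, 1:5 series) and held 24 hrs at 37 deg C. Luminescence was read 10 min after detection reagent.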
FLuc counter = firefly luciferase modulation, counter-screen for miR-21 project. 6.9% of 360,000 active. Potency, µM (top dose mostly 57.5 µM), for inactives: at the top dose activity change, negative = inhibition, hits mostly inhibitors. P08659. purified FLuc, Km substrates, luminescence inhibition;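 further: plate controls were vehicle for no effect and reference inhibitor for full effect; nearly all actives have a fitted effect of over 55% in size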
Target sequence (P08659 whole entry, looked up): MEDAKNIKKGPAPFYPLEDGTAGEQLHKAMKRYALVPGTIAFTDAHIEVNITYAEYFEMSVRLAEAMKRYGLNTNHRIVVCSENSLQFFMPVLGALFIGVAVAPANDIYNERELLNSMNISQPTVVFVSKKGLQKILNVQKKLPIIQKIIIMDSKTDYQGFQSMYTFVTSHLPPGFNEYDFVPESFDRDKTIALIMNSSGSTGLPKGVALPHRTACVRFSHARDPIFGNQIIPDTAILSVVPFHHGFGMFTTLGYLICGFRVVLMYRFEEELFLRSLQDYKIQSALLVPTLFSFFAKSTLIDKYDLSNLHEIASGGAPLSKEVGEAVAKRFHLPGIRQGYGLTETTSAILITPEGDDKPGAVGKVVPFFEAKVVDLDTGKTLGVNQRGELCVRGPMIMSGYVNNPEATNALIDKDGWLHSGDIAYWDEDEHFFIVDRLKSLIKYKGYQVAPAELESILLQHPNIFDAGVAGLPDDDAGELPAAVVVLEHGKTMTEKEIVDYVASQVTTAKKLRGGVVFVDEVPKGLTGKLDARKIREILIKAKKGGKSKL
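Biochemical qHTS of compounds, final roughly 60 µM downward over six points, against 10 nM purified firefly luciferase using Km concentrations of substrates (10 uM D-luciferin, 10 uM ATP) in Tris acetate pH 7.5 buffer; luminescence output.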
ELG1 genotox = inducers of genotoxicity in HEK293T ELG1-luciferase cells. HEK293T ELG1-luciferase reporter, luminescence, 16 h. Potency, µM (titrated, usually from 46 µM), inactives show at the top dose activity change, positive = activation, usual class: activators. 1.3% of 330,000 active. AID 504466; further: % of control where 0% means no effect; nearly all actives have a fitted effect of over 60% in size
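Screening used a luciferase reporter fused to human ELG1 in HEK293T cells. Luminescence was read on a CCD plate imager after 16 hr exposure and 30 min ONE-Glo incubation.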
RORg inh = blocks mouse ROR gamma transcriptional activity. Drosophila S2 Gal4-RORgamma UAS-luciferase reporter, 20 h. Potency, µM (series often up to 53.6 µM), for inactives: at the highest dose activity change, negative = inhibition, usual class: inhibitors. 5.4% of 310,000 active; further: on the % scale 0 is the no-effect control and ±100 the full control effect; nearly all actives have a fitted effect of over 60% in size
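ROR gamma transcriptional activity was tracked as Gal4-UAS luciferase output in stably transfected Drosophila Schneider cells, with compound added 1 hr before 700 uM copper sulfate induction and a 20 hr ambient-temperature incubation.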
MBNL1-CUG inh = MBNL1-poly(CUG) RNA binding inhibition; Q9NR56; TR-FRET MBNL1-His/biotin-(CUG)12 binding, 665/545 ratio; Potency, µM (titrated, usually from 57.5 µM), for the others: top-dose activity change, negative = inhibition, hits mostly inhibitors; 0.036% of 280,000 active; AID 2675; active means well fitted inhibition curve with a large enough effect in the signal ratio, with a control signal flat, not every such curve was filed as active; inconclusive means small, poorly fitted or top-dose-only effect, or effect the other way, or a change in a side signal; inactive means no such curve, though single readings can be large or run the other way; the % refers to the signal ratio; further: on the % scale 0 is the no-effect control and ±100 the full control effect
Target sequence (Q9NR56 whole entry, looked up): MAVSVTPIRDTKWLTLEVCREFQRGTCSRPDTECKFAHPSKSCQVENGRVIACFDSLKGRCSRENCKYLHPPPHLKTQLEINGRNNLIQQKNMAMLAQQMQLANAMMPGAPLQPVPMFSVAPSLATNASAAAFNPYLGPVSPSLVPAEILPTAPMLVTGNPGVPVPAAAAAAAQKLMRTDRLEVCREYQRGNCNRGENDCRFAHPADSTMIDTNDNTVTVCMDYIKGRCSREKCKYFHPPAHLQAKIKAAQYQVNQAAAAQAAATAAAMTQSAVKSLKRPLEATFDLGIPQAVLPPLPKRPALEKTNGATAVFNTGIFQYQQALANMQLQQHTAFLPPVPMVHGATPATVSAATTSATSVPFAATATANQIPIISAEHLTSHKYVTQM
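Compound titration spanned 92 nM–58 uM against the MBNL1-His/biotin-(CUG)12 complex. After 60 min at room temperature with 5 nM streptavidin-XL665 and 0.055 ng/ul terbium anti-His, ratiometric 665/545 nm emission (Ex 340 nm) normalized to controls.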
BRCA1 expr up = BRCA1 expression activation. MCF7-BRCA1-FFLuc reporter, luminescence, 48 h; response scale: scaled: vehicle 0%, 10 µM genistein 100%. Potency, µM (titrated, usually from 46.1 µM), inactives show at the top dose activation, usual class: activators. 1.1% of 380,000 active. AID 624202; further: nearly all actives have a fitted effect of over 80% in size; some results filed as inactive show a strong effect at the top dose
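MCF7 cells carrying a BRCA1-firefly luciferase reporter (2000 cells/well, phenol-red free MEM) were attached for 2 h at 37 °C, then given compounds for 48 h. Luminescence was read 15 min after luciferase reagent; activity normalized to genistein (10 microM) and DMSO.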
uPA surface inh = cell surface uPA generation inhibition; cell surface uPA generation assay, qHTS; Potency, µM (titrated, usually from 38.3 µM), for the others: at the top dose activity change, negative = inhibition, hits mostly inhibitors; 0.31% of 330,000 active; active means well fitted inhibition curve with a large enough effect; inconclusive means small, poorly fitted or top-dose-only effect; inactive means no such curve, though single readings can be large or run the other way; tested in mouse RAW 264.7 cells; further: on the % scale 0 is the no-effect control and ±100 the full control effect; nearly all actives have a fitted effect of over 55% in size
Gal4-VP16 FLuc = inhibits Gal4-VP16 luciferase reporter, ROR gamma counter-screen; AID 2546; Potency, µM (highest dose often 53.6 µM), for the others: at the top dose activity, negative = inhibition, usual class: inhibitors; Drosophila S2 Gal4-VP16 UAS-luciferase, luminescence, 20 h; 3.5% of 310,000 active;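 further: Gal4-VP16 expression switched on by copper sulfate through the metallothionein promoter; on the % scale 0 is the no-effect control and ±100 the full control effect; nearly all actives have a fitted effect of over 50% in size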
Rab9 prom act = activates the Rab9 promoter; 2.8% of 320,000 active; AID 485297; Potency, µM (series often up to 9.22 µM), for the others: at the top dose activation, negative = inhibition, hits mostly activators; Huh7 Rab9 promoter-luciferase reporter, luminescence, 24 h; further: % of control where 0% means no effect; nearly all actives have a fitted effect of over 60% in size
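Luciferase signal after 10 min detection reagent at ambient indicates Rab9 promoter upregulation; stably transfected Huh7 cells were treated 24 h with compound in DMSO at 37 °C, 5% CO2.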
NPC1 prom act = NPC1 promoter activation; Huh7 NPC1 promoter luciferase reporter, 24 h; Potency, µM (highest dose often 9.22 µM), for inactives: at the highest dose activation, most hits filed as activators; 2.4% of 320,000 active;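 further: % of control where 0% means no effect; nearly all actives have a fitted effect of over 60% in size; reporter is driven by a mutant NPC1 promoter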
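Cells: Huh7 expressing luciferase under the NPC1 promoter, 1500/well. Seeded 2 h, compound added, incubated 24 h at 37 °C. Luciferase reagent, 10 min ambient, then luminescence.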
* marks the source's active call; other numbers are inactive results; & = joins results of further samples; [ ] = dose if it differs, or a comment. Unless noted, the call rests on the fitted dose curve; in most records, active means well fitted curve in the direction sought with a large enough effect; inconclusive means small, poorly fitted or top-dose-only effect, or another doubt; inactive means no such curve, though single readings can be large; an effect the other way counts as inactive or inconclusive. Potency means the concentration at half of the fitted maximal effect.

How did O=C1C(Oc2ccccc2)C(c2cccs2)N1Cc1ccc2c(c1)OCO2 (stereo not given) do in these assays?
p53 reactivator: 0%; FLuc counter: 6%; ELG1 genotox: 3%; RORg inh: 37%; MBNL1-CUG inh: -12%; BRCA1 expr up: -25%; uPA surface inh: 1%; Gal4-VP16 FLuc: -4%; Rab9 prom act: 3%; NPC1 prom act: 1%

Results for COc1cccc(C(=O)/C(C#N)=N/Nc2cccc(-c3ccnc(C)n3)c2)c1 ?
p53 reactivator: 0%; FLuc counter: inconclusive; ELG1 genotox: -12%; RORg inh: inconclusive; BRCA1 expr up: -46%; uPA surface inh: -2%; Gal4-VP16 FLuc: inconclusive; Rab9 prom act: -10%; NPC1 prom act: 3%

How did Cc1sc(NC(=O)c2ccc(=O)n(C)n2)nc1-c1ccccc1 do in these assays?
p53 reactivator: 7%; FLuc counter: 13µM*; ELG1 genotox: 0%; RORg inh: -16%; BRCA1 expr up: 42%; uPA surface inh: -5%; Gal4-VP16 FLuc: -19%; Rab9 prom act: 12%; NPC1 prom act: 1%

Results for CC(C)NCC(O)COCCOc1ccc(Cl)cc1 (stereo not given) ?
p53 reactivator: 0%; FLuc counter: -2%; ELG1 genotox: -3%; RORg inh: 10%; MBNL1-CUG inh: 4%; BRCA1 expr up: -4%; uPA surface inh: 7%; Gal4-VP16 FLuc: -15%; Rab9 prom act: -2%; NPC1 prom act: -5%

What do the screens show for `CCn1c(SC/C=C/c2ccccc2)nnc1-c1cccs1`?
p53 reactivator: -3%; FLuc counter: -12%; ELG1 genotox: -1%; RORg inh: -12%; MBNL1-CUG inh: -6%; BRCA1 expr up: 0%; Gal4-VP16 FLuc: 15%; Rab9 prom act: -5%; NPC1 prom act: 2%

What do the screens show for `O=C(CSc1nnc(CNC(=O)c2ccccc2)o1)c1ccc(Cl)cc1`?
p53 reactivator: -21%; FLuc counter: 1%; ELG1 genotox: -12%; RORg inh: 45%; MBNL1-CUG inh: 9%; BRCA1 expr up: -21%; uPA surface inh: -7%; Gal4-VP16 FLuc: -10%; Rab9 prom act: -8%; NPC1 prom act: 1%

Results for Cc1ccccc1NC(=O)CSc1nnc(C)c(=O)[nH]1 ?
p53 reactivator: -5%; FLuc counter: -8%&3%; ELG1 genotox: -4%; RORg inh: -23%; MBNL1-CUG inh: -9%; BRCA1 expr up: 17%&7%; uPA surface inh: 0%; Gal4-VP16 FLuc: -16%; Rab9 prom act: -8%; NPC1 prom act: -3%

Results for Cc1ccc(C(C)C)c(OCCNC(=O)c2ccccc2O)c1 ?
p53 reactivator: -13%; FLuc counter: 1%; ELG1 genotox: -4%; RORg inh: 2%; MBNL1-CUG inh: 4%; BRCA1 expr up: -46%; uPA surface inh: 6%; Gal4-VP16 FLuc: inconclusive; Rab9 prom act: 2%; NPC1 prom act: -3%

How did CCOc1ccccc1C1NC(=O)c2ccccc2O1 (stereo not given) do in these assays?
FLuc counter: 5%; ELG1 genotox: 0%; RORg inh: 0%; MBNL1-CUG inh: 3%; BRCA1 expr up: -2%; uPA surface inh: -6%; Gal4-VP16 FLuc: -2%; Rab9 prom act: -1%; NPC1 prom act: 1%

Results for CCC(C(=O)Nc1nccs1)c1ccccc1 (stereo not given) ?
p53 reactivator: -2%; FLuc counter: 2%; ELG1 genotox: -6%; RORg inh: -23%[10 µM]; MBNL1-CUG inh: -1%; BRCA1 expr up: -1%; uPA surface inh: 2%; Gal4-VP16 FLuc: -2%; Rab9 prom act: 1%; NPC1 prom act: 4%

How did Cc1ccccc1OCC(=O)Nc1nnc(-c2ccco2)s1 do in these assays?
p53 reactivator: 1%; FLuc counter: -2%; ELG1 genotox: 2%; RORg inh: 27%; BRCA1 expr up: 21%; uPA surface inh: 3%; Gal4-VP16 FLuc: -1%; Rab9 prom act: -2%; NPC1 prom act: -1%

Results for CCC1=C(OC(=O)N(CC)CC)N2C(=O)OC(=NCC(=O)OC)[C@]2(Cc2ccccc2)[C@H]2C1=CC[C@H]1C(=O)N(C)C(=O)[C@H]12 ?
p53 reactivator: -4%; FLuc counter: 0%; ELG1 genotox: 0%; RORg inh: 6%&31%; MBNL1-CUG inh: 6%; BRCA1 expr up: -2%; uPA surface inh: -15%; Gal4-VP16 FLuc: 0%&4%; Rab9 prom act: -6%; NPC1 prom act: -1%

How did CCc1cc(C(=O)NCC(C)(C)N2CCOCC2)sc1C do in these assays?
p53 reactivator: -3%; FLuc counter: 3%; ELG1 genotox: 0%; BRCA1 expr up: 2%; uPA surface inh: 3%; Rab9 prom act: -3%; NPC1 prom act: 0%

Results for O=C(OC1CCCCC1=O)c1cc(=O)c2ccccc2o1 (stereo not given) ?
p53 reactivator: 2%; FLuc counter: 3%; ELG1 genotox: 2%; RORg inh: inconclusive; MBNL1-CUG inh: -2%; BRCA1 expr up: 0%; uPA surface inh: 5%; Gal4-VP16 FLuc: -6%; Rab9 prom act: -1%; NPC1 prom act: 1%

Results for COc1cccc(CN(C)C(=O)c2ccc(S(=O)(=O)N3CCCC3)cc2)c1OC ?
p53 reactivator: -4%; FLuc counter: -1%; ELG1 genotox: -1%; RORg inh: 24%; MBNL1-CUG inh: -15%; BRCA1 expr up: -1%; uPA surface inh: -3%; Gal4-VP16 FLuc: 3%; Rab9 prom act: 7%; NPC1 prom act: 0%

What do the screens show for `Cc1ccsc1/C=N/NC(=O)C(O)c1ccccc1` (stereo not given)?
p53 reactivator: -4%; FLuc counter: -4%; ELG1 genotox: 0%; RORg inh: -18%; MBNL1-CUG inh: inconclusive; BRCA1 expr up: 0%; uPA surface inh: -9%; Gal4-VP16 FLuc: -5%; Rab9 prom act: 6%; NPC1 prom act: -2%

What do the screens show for `Cc1ccc(NC(=S)NNC(=O)c2nnn(-c3ccccc3)c2C)cc1`?
p53 reactivator: 18%; FLuc counter: inconclusive; ELG1 genotox: 0%; RORg inh: -6%; MBNL1-CUG inh: -9%; BRCA1 expr up: 1%; uPA surface inh: -4%; Gal4-VP16 FLuc: -8%; Rab9 prom act: 0%; NPC1 prom act: -3%

Results for O=[n+]1c2c(n([O-])c3cc(Br)ccc31)CCC2 ?
p53 reactivator: 5%; FLuc counter: -1%; ELG1 genotox: -2%; RORg inh: -4%; MBNL1-CUG inh: inconclusive; BRCA1 expr up: -18%; uPA surface inh: 1%; Gal4-VP16 FLuc: -21%; Rab9 prom act: 1%; NPC1 prom act: -1%

Results for CC(=O)c1cccc(OCCCOc2cccc3cccnc23)c1 ?
p53 reactivator: -20%; FLuc counter: inconclusive; ELG1 genotox: 2%; RORg inh: 19%; MBNL1-CUG inh: 19%; BRCA1 expr up: 54%; uPA surface inh: 1%; Gal4-VP16 FLuc: -1%; Rab9 prom act: 8%; NPC1 prom act: 13%

How did Cc1ccc[n+](CC2OCc3ccccc3CO2)c1 do in these assays?
p53 reactivator: -2%; FLuc counter: -1%; ELG1 genotox: 0%; RORg inh: 17%; MBNL1-CUG inh: -21%; BRCA1 expr up: -13%; uPA surface inh: 1%; Gal4-VP16 FLuc: -7%; Rab9 prom act: -21%; NPC1 prom act: -5%

What do the screens show for `CN(CC(=O)Nc1ccccc1Br)C(=O)COc1cccc2c1OC(C)(C)C2`?
p53 reactivator: -6%; FLuc counter: 1%; ELG1 genotox: 15%; BRCA1 expr up: 1%; uPA surface inh: -5%; Rab9 prom act: -1%; NPC1 prom act: -4%

What do the screens show for `Cc1ccc(C2c3c(oc4cc(C)c(C)cc4c3=O)C(=O)N2CCCN2CCOCC2)cc1` (stereo not given)?
p53 reactivator: -9%; FLuc counter: 3%; ELG1 genotox: 10%; RORg inh: 9%; MBNL1-CUG inh: 23%; BRCA1 expr up: -1%; uPA surface inh: 1%; Gal4-VP16 FLuc: -10%; Rab9 prom act: -2%; NPC1 prom act: -3%

How did COC(=O)C(Cc1ccc(O)cc1)NC(=O)CCc1ccco1 (stereo not given) do in these assays?
p53 reactivator: 2%; FLuc counter: -1%; ELG1 genotox: 8%; RORg inh: -9%; MBNL1-CUG inh: -4%; BRCA1 expr up: -9%; uPA surface inh: 2%; Gal4-VP16 FLuc: -1%; Rab9 prom act: -2%; NPC1 prom act: 1%

What do the screens show for `COc1ccc(/C=C/C(=O)Nc2ccncc2)cc1OC`?
p53 reactivator: -4%; FLuc counter: -3%; ELG1 genotox: 1%; RORg inh: 32%; MBNL1-CUG inh: -5%; BRCA1 expr up: -2%; uPA surface inh: 2%; Gal4-VP16 FLuc: 3%; Rab9 prom act: -1%; NPC1 prom act: 0%

How did O=C(NCCC1=CCCCC1)c1cc(S(=O)(=O)N2CCOCC2)ccc1Cl do in these assays?
p53 reactivator: -2%; FLuc counter: 4%; ELG1 genotox: -3%; BRCA1 expr up: -4%; uPA surface inh: -1%; Rab9 prom act: 2%; NPC1 prom act: 4%

Pulled one by one from above:
What do the screens show for `CN(CC(=O)Nc1ccccc1Br)C(=O)COc1cccc2c1OC(C)(C)C2`?
p53 reactivator: -6%; FLuc counter: 1%; ELG1 genotox: 15%; BRCA1 expr up: 1%; uPA surface inh: -5%; Rab9 prom act: -1%; NPC1 prom act: -4%

How did O=C(NCCC1=CCCCC1)c1cc(S(=O)(=O)N2CCOCC2)ccc1Cl do in these assays?
p53 reactivator: -2%; FLuc counter: 4%; ELG1 genotox: -3%; BRCA1 expr up: -4%; uPA surface inh: -1%; Rab9 prom act: 2%; NPC1 prom act: 4%
